High-throughput results: PubChem, National Center for Advancing Translational Sciences (NCATS)
USP2a block – inhibitors of human ubiquitin-specific protease USP2a | USP2 core, Ub-CHOP2 coupled fluorogenic reporter, 485/531 | Potency, µM (highest dose often 38.3 µM), for the others: at the top dose activity change, negative = inhibition, hits mostly inhibitors | 0.01% of 330,000 active | AID 463254;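 note: potency is the fitted concentration of half-maximal effect; plate controls were DMSO wells for no effect and full inhibition by NEM control for full effect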
Target sequence (O75604 whole entry, looked up): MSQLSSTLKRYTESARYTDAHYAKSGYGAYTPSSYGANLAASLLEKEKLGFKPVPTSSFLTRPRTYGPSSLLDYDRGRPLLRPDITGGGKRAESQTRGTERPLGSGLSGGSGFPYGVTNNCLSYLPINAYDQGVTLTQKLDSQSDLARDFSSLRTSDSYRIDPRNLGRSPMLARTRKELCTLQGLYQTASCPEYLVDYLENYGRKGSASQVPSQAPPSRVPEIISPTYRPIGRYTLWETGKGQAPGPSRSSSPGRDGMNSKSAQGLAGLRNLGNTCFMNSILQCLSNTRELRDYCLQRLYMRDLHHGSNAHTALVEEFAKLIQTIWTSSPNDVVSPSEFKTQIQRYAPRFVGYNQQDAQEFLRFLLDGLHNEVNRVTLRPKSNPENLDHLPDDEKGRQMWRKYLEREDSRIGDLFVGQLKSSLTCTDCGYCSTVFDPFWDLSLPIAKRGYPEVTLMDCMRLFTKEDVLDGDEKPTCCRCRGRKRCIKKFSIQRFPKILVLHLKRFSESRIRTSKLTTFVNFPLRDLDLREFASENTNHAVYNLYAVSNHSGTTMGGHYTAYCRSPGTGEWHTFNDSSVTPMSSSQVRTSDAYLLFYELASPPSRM
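Cell-free coupled assay: 10nM USP2 core preincubated 30min RT with compound in Tris-HCl pH 8.0/CaCl2/CHAPS buffer, then 25nM Ub-CHOP2 and 25nM reporter substrate; fluorescence (Ex 485/Em 531) read after 60min RT, normalized to NEM inhibition, concentration-response curves fitted.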
Eya2 phos inh – Eya2 (human) phosphatase inhibition; O00167; AID 488837; 0.006% of 330,000 active; Potency, µM (top dose mostly 76.9 µM), for inactives: at the top dose activity, negative = inhibition, most hits filed as inhibitors; recombinant Eya2, OMFP fluorescence dephosphorylation (OMFP is methylfluorescein phosphate); note: potency is the fitted concentration of half-maximal effect; % is set by controls: 0 for no effect and ±100 for the full control effect
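Eya2 (0.2 uM) preincubated 10 min at ambient with compound, then OMFP substrate added at 50 uM; 10 min reaction in 50 mM HEPES pH 7.5, 50 mM NaCl, 5 uM MgCl2, 0.05% BSA, 1 mM DTT. Fluorescence read at Ex 485/Em 525 nm.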
Mito fusion act – inhibitors of mitochondrial division or activators of mitochondrial fusion | 0.23% of 320,000 active | Potency, µM (highest dose often 46.1 µM), inactives show top-dose growth rescue (activation), most hits filed as activators | S. cerevisiae fusion-defective mutant growth rescue, CellTiterGlo 48 h | AID 485298;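 note: potency is the fitted concentration of half-maximal effect; % of control where 0% means no effect; nearly all actives have a fitted effect of over 45% in size; temperature-sensitive fusion mutants such as fzo1-1 at 37 °C on non-fermentable ethanol glycerol medium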
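Luminescent cell viability in 1536-well qHTS format served as the measure of rescued growth in ts fusion-mutant S. cerevisiae cultured on non-fermentable YPEG for 48 hours at 37C.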
uPA generation – blocks generation of uPA at the cell surface. cell surface uPA generation assay, qHTS. Potency, µM (titrated, usually from 38.3 µM), without a hit: at the highest dose activity change, negative = inhibition, actives largely listed as inhibitors. 0.31% of 330,000 active; active = well fitted inhibition curve with a large enough effect; inconclusive = small, poorly fitted or top-dose-only effect; inactive = no such curve, though single readings can be large or run the other way; tested in mouse RAW 264.7 cells; note: potency is the fitted concentration of half-maximal effect; % is set by controls: 0 for no effect and ±100 for the full control effect; nearly all actives have a fitted effect of over 55% in size
BCR signal inh – blocks chronic active B-cell receptor signaling. ABC-DLBCL IkBa-CBG/CBR reporter, luminescence ratio, 4 h. Potency, µM (highest dose often 46.1 µM), for inactives: top-dose ratio change, negative = lower green/red ratio, most hits filed as inhibitors. 0.05% of 340,000 active. AID 493014; active = well fitted inhibition curve with a large enough effect in the signal ratio, with a control signal flat, not every such curve was filed as active; inconclusive = small, poorly fitted or top-dose-only effect, or effect the other way, or a change in a side signal; the % refers to the signal ratio;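 note: potency is the fitted concentration of half-maximal effect; plate controls were basal doxycycline-induced cells for no effect and cells given 10 µM MG132 for full effect; MG132 reads +100%, hits lower the ratio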
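Cell line TMD8 (human ABC DLBCL), stably expressing tet-inducible CBG68-IkBa fusion and CBR; IMDM/0.5% FBS; cpd up to 46 uM; dox induction, 4 h, 37C/5% CO2; dual luminescence; green/red ratio; MG132 control.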
Tb PFK inh – T. brucei PFK enzyme inhibition; Potency, µM (highest dose often 57.5 µM), inactives show at the highest dose activity, negative = inhibition, usual class: inhibitors; T. brucei PFK, ADP-Glo luminescence; O15648; 0.17% of 330,000 active;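 note: potency is the fitted concentration of half-maximal effect; 0% = uninhibited 1x PFK enzyme wells and -100% = no-enzyme wells; nearly all actives have a fitted effect of over 60% in size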
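In TEA buffer at pH 8.0 with 5 mM MgCl2, enzyme (1.25 nM) converted F6P (0.5 mM) and ATP (0.1 mM) for 45 min at room temperature. ADP product was read by luciferase luminescence.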
ELG1 DNA repair – ELG1-dependent DNA repair inhibition. 2.3% of 330,000 active. Potency, µM (doses to about 46.1 µM), for inactives: at the top dose activity change, negative = inhibition, hits mostly inhibitors. HEK293T ELG1-luciferase reporter, luminescence, 16 h; DNA damage induced by 5-fluorouridine; note: potency is the fitted concentration of half-maximal effect; % is set by controls: 0 for no effect and ±100 for the full control effect; nearly all actives have a fitted effect of over 55% in size
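HEK293T cells expressing luciferase-tagged ELG1 (2,000/well) received 5-Fluorouridine plus compound or DMSO for 16 hr at 37 °C. Luciferase was read by ONE-Glo luminescence after 30 min at room temperature.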
TSG101-PTAP inh – blocks PTAP/TSG101 interaction to inhibit HIV-1 budding. Potency, µM (top dose mostly 115 µM), inactives show at the highest dose activity change, negative = inhibition, hits mostly inhibitors. Q99816. Fluorescence polarization, FITC-PTAP peptide / Tsg101 binding. AID 493005. 340,000 tested, under 10 active; active = well fitted inhibition curve with a large enough effect in the main read-out, with a control signal flat, not every such curve was filed as active; inconclusive = small, poorly fitted or top-dose-only effect, or effect the other way, or a change in a side signal; inactive = no such curve, though single readings can be large or run the other way; note: potency is the fitted concentration of half-maximal effect; % of control where 0% means no effect
Target sequence (Q99816 whole entry, looked up): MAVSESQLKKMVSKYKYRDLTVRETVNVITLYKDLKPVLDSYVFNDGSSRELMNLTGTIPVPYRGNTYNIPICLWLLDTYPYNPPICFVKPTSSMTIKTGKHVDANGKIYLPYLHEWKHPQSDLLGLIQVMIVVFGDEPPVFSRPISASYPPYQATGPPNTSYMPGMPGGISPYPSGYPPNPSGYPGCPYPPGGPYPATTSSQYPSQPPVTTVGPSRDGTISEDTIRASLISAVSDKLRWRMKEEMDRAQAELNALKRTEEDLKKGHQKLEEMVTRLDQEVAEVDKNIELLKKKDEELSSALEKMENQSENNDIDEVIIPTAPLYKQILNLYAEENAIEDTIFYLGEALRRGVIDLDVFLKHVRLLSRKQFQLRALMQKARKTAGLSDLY
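Steps: Tsg101 binding domain dispensed (10 uM final), compounds pinned in DMSO, FITC-labeled PTAP-motif peptide added (50 nM final); after 20 min binding at room temperature, polarization measured.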
B2AR arrestin – recruits beta-arrestin to the human beta2-adrenergic receptor. beta-arrestin recruitment to beta2AR, cell-based reporter. Potency, µM (top dose mostly 46.1 µM), for inactives: top-dose activation, most hits filed as activators. 0.02% of 330,000 active;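 note: potency is the fitted concentration of half-maximal effect; 0% = DMSO controls and full agonism = EC100 isoproterenol or metaproterenol; nearly all actives have a fitted effect of over 65% in size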
TSHR antag – antagonists of human thyroid stimulating hormone receptor; activity change, negative = inhibition, % at 11.5 µM; P16473; TSHR-expressing cells, TSH-stimulated cAMP HTRF, 2 h; hits give low values; 0.2% of 330,000 active;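 active = activity change below a set negative limit, meaning inhibition stronger than a set level, cut at about -70% in these data; inconclusive = activity change between two set negative limits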; note: % is set by controls: 0 for no effect and ±100 for the full control effect
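Freshly harvested TSHR cells receive pin-tooled compound, then EC80 TSH at 4nM final. After 2 hours at 37 deg C, antibody in lysis buffer and cAMP-d2 are added; 30 minutes at ambient temperature precede the HTRF read.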
TCR activator – activates T cell receptor signaling; 330,000 tested, under 10 active; Potency, µM (titrated, usually from 9.22 µM), for inactives: at the highest dose activation of IL-2 secretion, most hits filed as activators; AID 504894; primary human leukocytes, anti-CD3, IL-2 HTRF, 48 h; note: % of control where 0% means no effect
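Compounds are tested in HTS on primary human leukocytes co-incubated with a-CD3 beads for 48 hr. IL-2 output is measured by time-resolved FRET.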
Active calls of the source: *; ? = inconclusive; nt = no result given; [ ] = another dose, or the depositor's remark. Unless noted, calls come from the whole dose curve; as a rule, active = well fitted curve in the direction sought with a large enough effect; inconclusive = small, poorly fitted or top-dose-only effect, or another doubt; inactive = no such curve, though single readings can be large; an effect the other way counts as inactive or inconclusive.

SMILES	USP2a block	Eya2 phos inh	Mito fusion act	uPA generation	BCR signal inh	Tb PFK inh	ELG1 DNA repair	TSG101-PTAP inh	B2AR arrestin	TSHR antag	TCR activator
COc1ccc(NC(=O)COC(=O)C2CCC(C(C)(C)C)CC2)c([N+](=O)[O-])c1 (configuration not stated)	5.5%	-9.0%	1.4%	0.0%	8.5%	-0.4%	6.4%	-0.2%	0.4%	-8.4	3.7%[46.1 µM]
CCOC(=O)N1CCC(NC(=O)C2CCC(CNS(=O)(=O)c3ccc(OC)cc3)CC2)CC1 (configuration not stated)	1.2%	10.0%	-5.3%	15.0%	0.9%	-0.6%	-10.2%	-4.9%	0.2%	-8.3	-4.0%
O=C(CSc1nnnn1-c1ccc(O)cc1)c1ccc(F)cc1	-0.1%	-0.2%	-2.0%	?	?	-0.5%	?	1.9%	-0.7%	4.6	1.2%
O=C(c1ccc(C(F)(F)F)cc1)C1CCCN(C(=O)Cn2cnnn2)C1 (configuration not stated)	0.2%	-13.6%	-10.3%	-8.5%	?	-2.8%	1.8%	-11.5%	-0.1%	13.3	-3.5%
CCCCNC(=O)c1c(CSc2ccccc2)noc1C(=O)NCc1ccccc1	6.9%	-3.4%	-5.7%	11.4%	3.1%	2.8%	12.5%	-0.4%	-0.7%	-8.3	4.1%
O=C(Nc1nccs1)[C@@H]1CCCN1S(=O)(=O)c1ccccc1F	0.9%	3.2%	0.2%	4.5%	12.3%	-2.0%	-10.7%	0.2%	-0.2%	1.6	-1.0%
CSc1cccc(NCc2ccc([N+](=O)[O-])cc2)c1	2.5%	-3.9%	9.8%	0.8%	-0.4%	-22.5%	?	-0.9%	0.1%	2.7	-1.3%
O=C1c2ccsc2SCCN1Cc1ccc(F)cc1	6.1%	?	-4.0%	-3.6%	1.2%	-1.0%	-14.8%	-1.2%	-0.1%	1.7	2.5%
Clc1cc(Cl)cc(Nc2ncn[nH]2)c1	-1.1%	6.3%	6.7%	-2.1%	-2.5%	-1.1%	-4.7%	-3.5%	-0.2%	-2.6	-90.2%
CN1CCN(C(=O)C2=C[C@@H](c3csc4ccccc34)C[C@@H](OCCCCO)O2)CC1	1.7%	0.7%	0.1%	1.9%	-0.4%	0.0%	-11.2%	nt	-0.8%	1.0	-2.9%
CC(C)(C)OC(=O)N1CCCC1C(=O)NCCc1ccccc1 (configuration not stated)	1.8%	14.1%	-0.5%	-4.4%	-3.0%	-4.9%	11.3%	-0.5%	0.3%	9.2	1.0%
CC(C)C(NC(=O)c1ccc(Br)cc1)C(=O)NC1=NCCS1 (configuration not stated)	7.0%	-7.0%	-1.9%	8.7%	1.5%	-1.3%	?	-2.7%	0.0%	3.3	-2.6%
CSCCC(NC(=O)c1ccccc1)C(=O)N/N=C(\C)c1ccccc1 (configuration not stated)	4.1%	3.5%	-1.4%	0.2%	-9.3%	0.2%	9.3%	-1.9%	-0.4%	6.1	-3.9%[46.1 µM]
O=C(O)c1cc(NCc2ccc(F)cc2)ccc1N1CCOCC1	0.5%	13.0%	1.4%	-2.5%	?	-5.5%	14.5%	-2.2%	-0.1%	0.7	-2.6%
COc1ccc(C2C3=C(CCCC3=O)Nc3n[nH]c(C)c32)cc1OC (configuration not stated)	-0.8%	?	-0.7%	-2.1%	4.3%	-4.7%	?	-5.3%	0.0%	-2.0	-0.1%
COc1ccc(C(=O)Nc2ccccn2)cc1	2.3%	2.0%	-0.5%	3.9%	9.7%	-0.7%	-1.8%	-5.0%	0.0%	34.3	2.8%[46.1 µM]
Fc1ccccc1CCNc1c2c(nc3ncnn13)CCCC2	-0.2%	-0.4%	1.1%	-7.7%	15.6%	-0.8%	8.8%	-9.6%	0.3%	3.8	-0.8%
Cc1cc(C(=O)COC(=O)CCC(=O)c2ccc3c(c2)OCCO3)c(C)n1Cc1ccco1	1.4%	4.1%	-0.8%	0.6%	?	19.0%	?	-0.1%	0.3%	-2.5	-23.1%
Cc1nn(CC(=O)Nc2ccc3nc4n(c(=O)c3c2)CCCC4)c(C)c1[N+](=O)[O-]	1.1%	-0.3%	-0.7%	6.0%	-1.2%	-1.0%	-11.7%	-4.2%	-1.1%	-9.8	-2.5%
COc1cc(CNC2CCCCCC2)cc(OC)c1O	-1.3%	-9.2%	3.6%	-4.3%	1.3%	1.1%	8.3%	-4.4%	-0.7%	15.7	-3.9%
CCOc1ccc(N(CC(=O)NCc2ccccc2OC)S(C)(=O)=O)cc1	4.9%	-1.9%	-3.3%	4.3%	1.4%	1.0%	?	-4.1%	0.0%	6.3	-32.0%
O=C(/C=C/c1ccco1)N1CCN(S(=O)(=O)c2ccc(F)c(F)c2F)CC1	4.6%	11.1%	5.5%	-4.8%	11.1%	-5.7%	-22.1%	-0.6%	3.4%	-7.3	-16.6%
Cc1nn(Cc2ccc(Cl)cc2Cl)c(Cl)c1/C=C/C(=O)OCC(=O)NCC(F)(F)F	-1.0%	-29.7%	5.3%	2.2%	?	0.1%	-20.4%	-2.5%	0.0%	-5.7	0.6%
O=C(CN1C2=NCCCN2c2ccccc21)c1ccc2c(c1)OCO2	0.8%	-8.8%	0.9%	-1.4%	0.6%	-1.5%	-16.7%	-0.5%	0.2%	4.4	1.5%
Cc1cc(NC(=O)CSc2nnc(C3CC3)n2N)no1	-0.5%	9.2%	-0.7%	1.8%	-5.7%	-1.8%	-2.0%	-6.4%	-0.2%	1.4	nt
Cc1ccc(S(=O)(=O)N2CCOCC2)cc1C(=O)OCC(=O)N1CCCC1=O	1.3%	1.2%	nt	0.7%	-0.6%	5.1%	-9.3%	-2.7%	0.1%	-4.9	0.6%
COC(=O)c1cc(COC(=O)c2cccnc2SC)oc1C	0.9%	3.1%	-3.9%	-6.5%	2.1%	2.2%	?	-8.1%	0.3%	10.1	nt
COc1cc(-c2nn3c(-c4cccnc4)nnc3s2)cc(OC)c1OC	-3.8%	21.7%	-1.4%	nt	9.2%	-1.8%	?	-5.5%	-0.4%	-11.3	8.0%
CCN(CC(=O)Nc1ccc(OC)cc1)C(=O)CSCc1c(C)noc1C	0.9%	-8.6%	-1.1%	-2.7%	?	-0.8%	8.1%	-2.4%	-0.2%	3.3	-0.6%
C[C@]1(CO)CCC[C@@]2(C)C1CC[C@@H](CO)[C@@H]2CCc1ccoc1 (some centres not stated)	1.7%	-1.3%	4.6%	9.6%	0.9%	0.7%	-1.5%	-0.9%	-0.1%	-9.6	2.2%
O=C1CCCc2oc3ccc(NS(=O)(=O)c4cccc5cccnc45)cc3c21	5.6%	7.8%	-3.3%	1.2%	-0.7%	0.1%	?	-3.0%	0.2%	-6.7	-1.2%
CC1CCCCN1C(=O)CSc1nc2ccccc2[nH]1 (configuration not stated)	1.4%	-5.2%	1.3%	2.1%	14.7%	-4.3%	?	4.2%	0.0%	-8.0	-4.7%
Cc1ccc(S(=O)(=O)N(C)C)cc1NC(=O)c1cc(-c2ccncc2)nc2ccccc12	4.3%	4.7%	nt	-33.4%	-0.8%	2.4%	?	-2.6%	-0.1%	-5.2	-15.6%
CCOc1cc(/C=N/NC(=O)c2ccc3c(c2)OCCO3)cc(Br)c1O	0.0%	10.0%	3.6%	0.4%	?	4.9%	5.1%	-2.8%	-0.6%	-20.5	-6.3%
Cc1ccn(CC(=O)NC2CCCN(Cc3ccc(CC(C)C)cc3)C2)n1 (configuration not stated)	0.3%	-20.7%	-1.2%	-0.6%	-5.0%	-3.3%	1.6%	-1.4%	-0.2%	1.0	-4.3%
Cc1cccc(CCNC(=O)CCNS(=O)(=O)c2cc(Br)cnc2N)c1	-1.9%	-10.6%	-3.5%	4.9%	?	0.3%	-3.0%	-1.5%	0.3%	-2.6	-1.1%
COc1ccc(CNC(=O)c2ccc3c(c2)N(C)CCS3)cc1	-0.4%	-14.8%	1.6%	13.1%	?	-0.9%	0.6%	-9.7%	-0.6%	-11.4	9.7%

Compounds were not picked by outcome. Share with any hit: about 3%.
